MT stabilizer – microtubule stabilizers in HeLa cells; HeLa tubulin immunostaining HCS, 24 h; share of cells brighter than vehicle mean+2SD; % tubulin-high responders, % at 10 µM; 200,000 compounds, 0.83% hits;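 active = plate Z-score above 3 for both tubulin-high and condensed-nucleus cell shares, with cell loss under 80%, at 10 µM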;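 also: anti alpha tubulin signal scored within the nucleus-defined area of each cell; some results filed as inactive read as strong as hits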
P. falciparum M17LAP – P. falciparum M17LAP inhibitors, primary screen, biochemical, fluorogenic H-Leu-NHMec substrate, 1536-well (AID 1619) | recombinant M17LAP, H-Leu-NHMec fluorogenic kinetic assay; higher % means a stronger effect | one-dose inhibition, % at 30 µM; IC50 in µM for titrated hits | 220,000 compounds, 0.38% hits;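 active = compound inhibiting the enzyme by more than half at any dose during confirmatory dose-response retesting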;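 also: plate controls were full reaction with DMSO carrier for no effect and no enzyme background for full effect; strong numbers were not always called active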
UTI89 phage lysis – inhibition of K1F phage lysis, E. coli UTI89, bacterial capsule biogenesis inhibitors, alamar blue (AID 488966); E. coli UTI89 K1F phage lysis, alamar blue, 2 h; higher % means a stronger effect; one-dose inhibition, % at 100 µM; IC50 in µM for titrated hits; 340,000 compounds, 0.02% hits;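 active = phage lysis inhibition, versus mean bacterial control, above a set limit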;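 also: capsule biogenesis inhibitors block K1F phage lysis so surviving cells raise fluorescence; higher fluorescence means more inhibition of phage lysis; actives were called in the ten point dose series up to 300 µM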
Dynein cargo inh – dynein cargo transport inhibition. 220,000 compounds, 0.47% hits. z-score, hits read low. 3617.4 mouse cells, GR-EGFP nuclear translocation imaging; test concentration mostly 20 µM; stimulated with dexamethasone, 1 µM; stronger effect = lower value;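 active = plate z-score of nuclear minus cytoplasmic receptor signal below a set negative limit, without overly bright fluorescence or cell loss, cut at about -3.5 in these data, passing the limit was not always enough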;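 also: z-score of nuclear minus cytoplasmic ring GR-EGFP intensity difference per well; some compounds called inactive have numbers as strong as hits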
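Buffer or medium: tet-free, stripped-serum medium; Also added: dexamethasone, 1.0 µM final; Technique: high-content fluorescence imaging after fixation; Times: 48 h induction, 1 h compound, 30 min dex at 37 °C; Read-out: per-cell GR-EGFP intensity, nucleus versus surrounding cytoplasmic ring, well-averaged.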
Autophagy HCS – alters autophagy in cells; 190,000 compounds, 0.98% hits; AID 463193; MEF GFP-LC3 puncta imaging; test concentration mostly 10 µM; calls only at 10 µM (by protocol);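 active = percentage of spot-positive cells more than 3 SD above its plate mean, without a fluorescence outlier flag or 80% toxicity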;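 also: spot-positive cell cutoff set from DMSO-treated cells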
Insulin prom up – MIN6 insulin promoter up-regulation; MIN6 insulin promoter-GFP reporter, high-content imaging; stronger effect = higher value; z-score at 5 µM; 190,000 compounds, 0.3% hits; AID 1625;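 active = z-score above 3 at 5 µM with at least 500 cells counted in the well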
P. falciparum M1AAP – P. falciparum M1AAP inhibitors, biochemical, fluorogenic H-Leu-NHMec substrate, 1536-well (AID 1445); recombinant M1AAP, H-Leu-NHMec fluorogenic kinetic assay; higher % means a stronger effect; one-dose inhibition, % at 30 µM; IC50 in µM for titrated hits; 220,000 compounds, 0.42% hits;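 active = primary inhibition above the hit cutoff, then over 50% inhibition at one or more dose response concentrations, cut at about 23% in these data, passing the limit was not always enough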;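 also: plate controls were DMSO full reaction for no effect and no enzyme background for full effect; strong numbers were not always called active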
bCat nuc transl – alters nuclear translocation of beta-catenin in HeLa cells | nuclear translocation activity, % at 5 µM | immunofluorescence imaging | AID 1665 | 190,000 compounds, 0.3% hits;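 active = nuclear translocation activity above 50% at 5 µM, with a well cell count of 50 or more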;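 also: per-cell ratio of nuclear to cytoplasmic median beta-catenin stain intensity; plate controls were DMSO negative control for no effect and GSK-3 inhibitor IX positive control for full effect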
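Technique: fluorescence imaging of beta-catenin antibody stain plus DAPI / Material: human HeLa cell line / Incubation: compound treatment 24 h, 37°C, 5% CO2 / Read-out basis: % activation of per-cell nuclear versus cytoplasmic median beta-catenin signal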
ER stress rescue – protection against thapsigargin-triggered cell killing – 384-well, CSM14.1, ATP luminescence, primary screen (AID 1222) | cellular ATP content (survival), % at 20 µM; hits with a dose series show EC50 in µM | CSM14.1 thapsigargin-induced death rescue, ATP luminescence; higher % means a stronger effect | 190,000 tested, under 10 active;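 active = EC50 below 50 µM in the dose-response confirmation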;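 also: death triggered by thapsigargin at about 15 µM added after 2 h compound pretreatment; cell ATP read after overnight thapsigargin exposure of roughly 18 to 22 hours; normalized against plate controls of thapsigargin alone and 5% DMSO vehicle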
Dynein cargo inh cytoplasmic EGFP – second read-out of Dynein cargo inh, no call of its own (marks repeat the call); z-score; measured here: cytoplasmic GR-EGFP intensity; stronger effect = higher value
Dynein cargo inh nuclear GR-EGFP – recorded beside Dynein cargo inh, whose call it bears; z-score; measured here: nuclear GR-EGFP intensity;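 lower value marks the stronger effect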
Dynein cargo inh cell count – second read-out of Dynein cargo inh, no call of its own (marks repeat the call); z-score; measured here: cell count per field
Insulin prom up cell count – second read-out of Insulin prom up, no call of its own (marks repeat the call); cell count; measured here: cytotoxicity, nuclei count;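 total cells summed across four imaged fields per well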
bCat nuc transl cell count 5 µM – second read-out of bCat nuc transl, no call of its own (marks repeat the call); cell count; measured here: cell count, cytotoxicity flag
MT stabilizer Hoechst-high % – also measured in MT stabilizer; calls as there; % Hoechst-high responders; measured here: nuclear condensation Hoechst responders;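 share of cells brighter than vehicle mean plus two SD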
MT stabilizer cytotoxicity % – also measured in MT stabilizer; calls as there; toxicity, %; measured here: cytotoxicity by cell density;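 0% = mean cell density of plate MIN control wells and 100% = no cells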
Autophagy HCS cell loss 18 h – further read-out of Autophagy HCS, marked with its call; toxicity, %; measured here: cell loss, nuclei count;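 cell loss after 18 h compound exposure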
* = called active by the depositor; i = inactive; / = no result given; [ ] = remark or other dose.

SMILES	MT stabilizer	MT stabilizer Hoechst-high %	MT stabilizer cytotoxicity %	P. falciparum M17LAP	UTI89 phage lysis	Dynein cargo inh	Dynein cargo inh cytoplasmic EGFP	Dynein cargo inh nuclear GR-EGFP	Dynein cargo inh cell count	Autophagy HCS	Autophagy HCS cell loss 18 h	Insulin prom up	Insulin prom up cell count	P. falciparum M1AAP	bCat nuc transl	bCat nuc transl cell count 5 µM	ER stress rescue
Cc1ccc(-c2cc(-c3ccco3)c(C#N)c(=O)[nH]2)cc1	/	/	/	-46%	0.0%	-0.43	-0.21	0.65	-0.68	/	/	-0.33	1102	17%	0.4	1283	/
Cc1cccc(CCN(Cc2cc3cccc(C)c3[nH]c2=O)C(=O)N2CCOCC2)c1	4.6	3.1	9.0	14%	-1.1%	-0.022	-0.23	0.19	0.093	i	1	-0.65	1182	11%	-1.7	1172	-2.6%
Cc1cc(NC(=O)CSc2nnnn2-c2ccccc2)no1	1.7	2.2	2.4	-7%	-0.6%	-0.8	-0.2	-0.56	-0.3	i	-1	0.22	1351	0%	-1.7	1024	-0.8%
C=CCn1c(CNC(=O)c2ccco2)nnc1SCC(=O)N1c2ccccc2Sc2ccccc21	2.6	0.8	17	-7%	5.5%	1.3	-0.38	0.41	-0.26	i	-3	0.43	850	9%	/	/	-0.8%
CCCOc1ccccc1/C=C(\C#N)C(=O)Nc1cccnc1	/	/	/	16%	0.2%	0.82	-0.23	0.59	-0.37	/	/	-0.15	1427	18%	1.3	1216	/
O=C(c1cnccn1)N(c1ccccc1)C1(C(=O)NC2CCCCC2)CCCCC1	2.3	2.0	5.4	12%	1.1%	0.45	-0.26	0.37	-0.29	i	-44	-0.58	1436	1%	3.9	1415	-1.6%
Cc1ccc(N=CC=C2OC(C)(C)C(C)(C)O2)c(C)c1	0.8	3.6	4.7	8%	0.7%[50 µM]	-0.27	-0.3	-0.56	0.78	i	6	0.47	1291	1%	-0.3	918	-2.8%
O=C1CC(c2cccs2)c2cc3c(cc2N1)OCCO3 (stereo unspecified)	9.6	5.3	16	12%	4.5%	-1	0.047	-0.11	-1.1	i	1	-1	1746	2%	-0.3	1069	-2.1%
Cc1cnc(NC(=O)c2cc3c(C)nn(Cc4ccccc4Cl)c3s2)s1	3.0	1.3	8.5	-3%	0.1%	-0.67	-0.24	-0.15	0.81	i	-2	-0.29	1383	2%	7.6	1021	-0.8%
Cc1noc(C)c1COC(=O)c1ccc(-c2nc3ccccc3s2)s1	1.4	1.4	6.5	4%	-0.7%	-0.32	-0.24	-0.13	0.78	i	3	/	/	16%	-8.2	1182	0.2%
O=C(Nc1nc2ccc(F)cc2s1)c1cccs1	2.9	2.1	2.3	12%	0.2%	-1.3	-0.21	-0.85	1	i	24	-1.5	1117	2%	3.3	1067	-0.5%
CN1CCN(CC/C=C2/c3ccccc3Sc3ccc(S(=O)(=O)N(C)C)cc32)CC1	/	/	/	-4%	0.7%	/	/	/	/	/	/	0.03	1331	-4%	-2.8	1125	-4.5%
O=C(Nc1ccccc1F)c1c[nH]c(=O)[nH]c1=O	/	/	/	0%	0.5%	-0.24	-0.16	-0.2	1	/	/	/	/	6%	3.1	831	/
CC(=O)NCCn1c(C)cc2ccccc21	3.6	2.4	6.6	12%	-2.1%	2	0.043	1.5	-1.4	i	4	0.61	1804	7%	-0.6	1099	-1.5%
O=C1c2ccccc2C(=O)N1/N=C/c1ccc(O)c(O)c1O	/	/	/	9%	3.5%	0.78	-0.047	1.1	-2.2	/	/	0.28	780	14%	0.0	1369	/
COc1ccc(C(=O)O/N=C2\CCS(=O)(=O)c3sccc32)cc1	2.7	1.6	4.5	-4%	-0.7%	0.73	0.074	0.54	-0.24	i	15	0.65	1323	11%	-0.5	921	-2.2%
COC(=O)c1ccsc1NC(=O)c1cccc(OC)c1	6.1	1.5	8.9	0%	0.5%	-0.86	-0.34	-0.14	1	i	1	-0.4	1628	10%	-5.2	1139	-1.3%
NNC(=O)c1ccc([N+](=O)[O-])c(CS(=O)(=O)c2ccc(Cl)cc2)c1	2.5	1.3	4.0	-10%	1.2%	0.73	0.23	1.2	0.49	i	23	0.08	1457	7%	0.5	1377	-1.0%
N#CCc1ccc(Oc2ncc(C(F)(F)F)cc2Cl)cc1	3.4	0.7	17	-1%	0.2%	-0.64	-0.29	0.02	0.79	i	15	-0.11	1194	0%	-3.3	1114	0.1%
O=c1[nH]c(SCc2cccc(Cl)c2)nc2c1CCCC2	1.1	1.0	1.9	8%	0.3%	0.021	-0.2	0.12	0.073	i	-13	0.26	1463	1%	-2.2	1414	-0.9%
O=C(Nc1ccc2c(c1)OCCO2)c1cccnc1	5.0	1.3	4.8	5%	1.5%	1.5	0.073	1.1	-0.61	i	12	1.1	1313	-1%	-0.1	1089	-1.5%
O=C(O)C1CC=CCC1C(=O)NCc1ccccc1 (stereo unspecified)	1.7	1.5	1.6	13%	-1.4%	-0.44	-0.26	-0.19	-0.16	i	-3	0.21	1829	5%	-0.5	1052	4.2%
CCn1c(C)nc2cc(C(=O)NNC(=S)NC(=O)c3ccccc3)ccc21	2.7	2.3	2.1	82%	0.3%	-0.77	-0.27	-0.33	-0.34	i	3	-1.2	1271	-20%	4.0	1010	0.8%
CCCC(CCC)C(=O)Nc1ccncc1	2.8	2.5	23	6%	-0.1%	2.4	-0.27	1.5	-1	i	2	0.86	1255	-4%	/	/	-3.1%
Cc1cccc(C(=O)Nc2cccc(Br)c2)c1[N+](=O)[O-]	1.9	1.3	0.1	-1%	0.4%	0.26	-0.29	0.37	-0.19	i	-17	-0.23	1400	-3%	-3.3	963	2.5%
S=C(NC1CCCC1)N1CCN(c2ccccn2)CC1	1.2	1.5	5.5	-10%	4.0%	-0.24	-0.26	-0.25	0.43	i	42	-0.33	1533	2%	0.6	1097	0.3%
CC(=O)N1CC2(CC(=O)OC(C)C)CN(C(C)=O)CC(CC(=O)OC(C)C)(C1)C2=O	2.5	1.9	4.7	-2%	0.7%	-0.66	-0.26	0.27	0.53	i	-54	0.28	991	2%	-3.9	1180	4.4%
Cc1cccc(-n2c(SCc3ccc(C#N)cc3)nnc2-c2c[nH]c3ccccc23)c1	2.8	4.4	0.8	0%	0.2%	0.64	-0.23	0.69	-0.8	i	-22	-0.41	1388	3%	2.3	479	-1.1%
N/C(Cc1ccc(Cl)c(Cl)c1)=N\OC(=O)c1cccs1	1.2	1.1	7.9	7%	0.3%	-0.078	-0.21	-0.16	0.6	i	0	1.5	1461	12%	-2.5	1457	2.9%
COc1ccc(Nc2nc(CN3CCOCC3)nc3sc4c(c23)CCC(C)C4)cc1OC (stereo unspecified)	3.1	3.4	7.6	-2%	/	1.8	0.059	2.7	-2.2	i	-46	-0.49	1207	13%	-1.1	543	-0.8%
C=C(Cl)COc1ccc2c(C)cc(=O)oc2c1	2.5	1.4	4.0	12%	0.0%	0.28	-0.19	0.51	0.56	i	8	/	/	0%	-1.1	1088	-2.3%
Cn1c(=O)c2c(nc(NCC(O)CO)n2CCc2ccccc2)n(C)c1=O (stereo unspecified)	2.7	2.8	8.1	6%	0.3%	-0.37	-0.058	0.059	0.19	i	1	/	/	1%	-6.6	1217	2.6%
Cc1cc(-c2ccccc2)c(C#N)c(N)n1	3.4	1.5	11	23%	0.1%	1.8	-0.071	1.2	-1.1	i	4	0.07	1311	11%	-3.4	1238	-2.3%
O=C(NC(=S)N1CCN(c2ccc(F)cc2)CC1)C12CC3CC(CC(C3)C1)C2	3.4	2.9	2.8	-2%	1.4%	-0.13	-0.3	-0.32	0.072	i	-3	0.1	1388	2%	-0.6	906	-3.7%
N#Cc1cccn1-c1nccc(-c2cccs2)n1	2.9	0.9	11	-5%	0.4%	-0.39	-0.33	-0.48	0.25	i	-5	-1.4	1284	1%	-0.7	1155	/
COc1ccc(OC)c(C(=O)c2ccccc2)c1	3.1	1.8	1.3	0%	2.4%	-0.073	-0.23	-0.31	-0.014	i	-2	/	/	-4%	1.8	903	-0.2%
COc1cccc(NC(=O)CSc2nnc(-c3ccc(C)cc3)o2)c1	2.9	3.1	5.9	-9%	7.7%	2.5	0.033	1.8	-1.3	i	-2	0.95	958	-5%	/	/	-1.4%
C=CCNC(=O)c1ccc(-c2ccc([N+](=O)[O-])cc2)o1	2.7	2.1	5.0	11%	1.4%	0.08	-0.17	0.27	-0.33	i	-4	-0.03	1370	9%	-5.0	575	0.8%

2 entries from above, in CSV form.
SMILES,MT stabilizer,MT stabilizer Hoechst-high %,MT stabilizer cytotoxicity %,P. falciparum M17LAP,UTI89 phage lysis,Dynein cargo inh,Dynein cargo inh cytoplasmic EGFP,Dynein cargo inh nuclear GR-EGFP,Dynein cargo inh cell count,Autophagy HCS,Autophagy HCS cell loss 18 h,Insulin prom up,Insulin prom up cell count,P. falciparum M1AAP,bCat nuc transl,bCat nuc transl cell count 5 µM,ER stress rescue
O=C(NC(=S)N1CCN(c2ccc(F)cc2)CC1)C12CC3CC(CC(C3)C1)C2,3.4,2.9,2.8,-2%,1.4%,-0.13,-0.3,-0.32,0.072,i,-3,0.1,1388,2%,-0.6,906,-3.7%
N#Cc1cccn1-c1nccc(-c2cccs2)n1,2.9,0.9,11,-5%,0.4%,-0.39,-0.33,-0.48,0.25,i,-5,-1.4,1284,1%,-0.7,1155,/
